Source: PubChem BioAssay
GALK inhibitor = qHTS Assay for Inhibitors of Human Galactokinase (GALK): NCGC Sytravon Library Screen. recombinant GALK, Kinase-Glo ATP luminescence, 1 h. 44,000 tested, under 10 active. Potency, µM (highest dose often 57.5 µM), inactives show at the top dose activity, negative = inhibition, most hits filed as inhibitors. P51570;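 note: plate controls were full GALK reaction for no effect and reaction lacking GALK for full effect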
Target sequence (P51570 whole entry, looked up): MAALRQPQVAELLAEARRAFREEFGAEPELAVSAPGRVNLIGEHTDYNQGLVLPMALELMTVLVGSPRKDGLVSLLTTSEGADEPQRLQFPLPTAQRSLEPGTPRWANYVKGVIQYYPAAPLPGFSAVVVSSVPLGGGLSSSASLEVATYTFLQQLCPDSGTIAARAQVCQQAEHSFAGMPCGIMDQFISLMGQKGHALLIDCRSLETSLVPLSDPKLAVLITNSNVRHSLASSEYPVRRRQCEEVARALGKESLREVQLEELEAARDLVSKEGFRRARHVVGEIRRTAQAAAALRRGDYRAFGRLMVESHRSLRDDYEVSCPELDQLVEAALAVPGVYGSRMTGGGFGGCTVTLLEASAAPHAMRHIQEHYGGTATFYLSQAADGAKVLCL
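Compounds were pinned into ATP buffer, then GALK-galactose mix was added (final 5 nM enzyme, 35 uM ATP, 100 uM galactose, pH 8.0). After 1 h at room temperature, Kinase-Glo Plus was added and luminescence read.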
PTAP-TSG101 blk = qHTS Validation Assay for Inhibitors of HIV-1 Budding by Blocking the Interaction of PTAP/TSG101: Sytravon Library Screen. Fluorescence polarization, FITC-PTAP peptide/Tsg101, 20 min. Potency, µM (series often up to 115 µM), for inactives: at the top dose activity change, negative = inhibition, most hits filed as inhibitors. 44,000 tested, under 10 active. AID 1347069, 2019; note: potency is the fitted concentration of half-maximal effect; 0% is about no effect
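Fluorescence polarization binding of Tsg101 binding domain (10 uM final) to FITC-labeled PTAP-motif peptide (50 nM final) in HEPES pH 7.5/NaCl/Tween 20/EDTA/TCEP buffer; 20 min at r.t. Actives by curve class, <25 µM, efficacy <60% inhibition.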
p53null 39C kill = qHTS Screen for Compounds that Selectively Target Cancer Cells with p53 Mutations: Cytotoxicity of p53 Null Cells at the Nonpermissive Temperature | 55,000 tested, 0.97% active | H1299 p53-null (neo) cells, 39C, ATPlite viability, 24 h | Potency, µM (top dose mostly 46.1 µM), inactives show top-dose activity, negative = cell killing, most hits filed as cytotoxic;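 note: potency is the fitted concentration of half-maximal effect; 0% = DMSO only and -100% = full killing by 100 µM tamoxifen; nearly all actives have a fitted effect of over 50% in size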
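Cells seeded at 600/well, 37C overnight. Compound added (up to 46 uM), plates shifted to 39C for 24 hr. ATPlite added, luminescence read after 20 min at room temperature.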
FH mod = Identification of activators of human fumarate hydratase by quantitative high-throughput screening | 54,000 tested, 0.22% active | AID 1347055, 2019 | FH coupled MDH/diaphorase resazurin fluorescence, 15 min | Potency, µM (titrated, usually from 79.9 µM), for the others: top-dose activity change, negative = inhibition, actives largely listed as inhibitors | Fumarate hydratase, mitochondrial (Homo sapiens), P07954; note: potency is the fitted concentration of half-maximal effect; % is set by controls: 0 for no effect and ±100 for the full control effect; the screen sought activators but most active calls are inhibition curves; nearly all actives have a fitted effect of over 45% in size
Target sequence (P07954 whole entry, looked up): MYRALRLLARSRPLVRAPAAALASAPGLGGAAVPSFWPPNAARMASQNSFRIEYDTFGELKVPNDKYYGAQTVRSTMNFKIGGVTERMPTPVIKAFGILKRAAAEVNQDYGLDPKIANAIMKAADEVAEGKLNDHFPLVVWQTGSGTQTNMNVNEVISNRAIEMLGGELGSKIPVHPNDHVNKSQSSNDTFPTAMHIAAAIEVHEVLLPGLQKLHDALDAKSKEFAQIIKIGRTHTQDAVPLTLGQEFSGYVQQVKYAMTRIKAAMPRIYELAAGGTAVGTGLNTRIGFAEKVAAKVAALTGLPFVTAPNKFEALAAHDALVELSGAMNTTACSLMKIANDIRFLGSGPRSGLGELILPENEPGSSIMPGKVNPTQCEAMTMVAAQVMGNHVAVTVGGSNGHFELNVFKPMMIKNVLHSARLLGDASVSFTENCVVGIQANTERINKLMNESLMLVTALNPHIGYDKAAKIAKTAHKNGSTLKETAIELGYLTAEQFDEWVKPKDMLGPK
p53null 32C kill = qHTS Screen for Compounds that Selectively Target Cancer Cells with p53 Mutations: Cytotoxicity of p53 Null Cells at the Permissive Temperature; Potency, µM (doses to about 46.1 µM), for the others: at the top dose activity change, negative = cytotoxicity, most hits filed as cytotoxic; 55,000 tested, 0.62% active; H1299-neo p53 null cells, ATP luminescence, 24 h, 32C;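 note: potency is the fitted concentration of half-maximal effect; 0% = DMSO only and -100% = full killing by 100 µM tamoxifen; nearly all actives have a fitted effect of over 55% in size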
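Cytotoxicity: H1299-neo (no p53), 32C, 24 h treatment. Concentrations up to 46 uM. Readout cellular ATP, luminescence. Normalization to DMSO basal and tamoxifen 100 uM maximal kill.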
B2AR arrestin ag = qHTS assay of beta-arrestin-biased ligands of beta2-adrenergic receptor: NCGC Sytravon Library Screen. Beta-2 adrenergic receptor (Homo sapiens), P07550. AID 1347077, 2019. 44,000 tested, under 10 active. HTLA Tango cells, beta-arrestin recruitment, luciferase luminescence, 18 h. Potency, µM (titrated, usually from 46.1 µM), for inactives: top-dose activation, most hits filed as activators;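 note: potency is the fitted concentration of half-maximal effect; 0% = DMSO and full agonism = EC100 isoproterenol or metaproterenol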
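Tango cells (recombinant beta2-AR, beta-arrestin, tTA-driven luciferase), 1500/well in DMEM 1% FBS, treated 18 h at 37 °C with compounds up to 46 µM; luciferin mix added, luminescence read after 15 min; %activity curves fitted and curve-classed.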
NTMT1 inhibitor = Primary qHTS for Inhibitors of N-terminal methyltransferase 1 (NTMT1): MTaseGlo Assay. N-terminal Xaa-Pro-Lys N-methyltransferase 1 (Homo sapiens), Q9BV86. NTMT1 MTase-Glo SAH luminescence, purified enzyme. Potency, µM (top dose mostly 114 µM), for inactives: at the top dose activity change, negative = inhibition, actives largely listed as inhibitors. 59,000 tested, 2.5% active. AID 1645870, 2021;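 note: potency is the fitted concentration of half-maximal effect; plate controls were DMSO vehicle for no effect and no enzyme for full effect; nearly all actives have a fitted effect of over 65% in size; many of its hits are not listed in these tables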
Active calls of the source: *; ? = inconclusive; · = no result given; [ ] = dose if it differs, or a comment. Calls come from the whole dose curve; as a rule, active = well fitted curve in the direction sought with a large enough effect; inconclusive = small, poorly fitted or top-dose-only effect, or another doubt; inactive = no such curve, though single readings can be large; an effect the other way counts as inactive or inconclusive.

SMILES | GALK inhibitor | PTAP-TSG101 blk | p53null 39C kill | FH mod | p53null 32C kill | B2AR arrestin ag | NTMT1 inhibitor
O=C(NCCO)c1ccc(-c2nnc(Nc3ccc(OC(F)(F)Cl)cc3)c3ccccc23)cc1 | 7% | 1% | -21% | ? | -2%[9.22 µM] | 1% | 9%
Cc1cc(C)c(NC(=O)c2cc(S(=O)(=O)N3CCCC3)cn2C)c(C)c1 | 2% | 1% | -9% | 8% | 7% | -1% | -20%
COc1ccccc1N1CCN(C(=O)CCn2nc(C)c(S(=O)(=O)N3CCCC3)c2C)CC1 | 6% | 0% | -9% | ? | 6% | -1% | 2%
Cc1ccc(-c2noc(CCCC(=O)NCc3ccco3)n2)cc1 | 4% | -3% | -16% | 3% | -10% | 0% | -4%
Cc1ccc(S(=O)(=O)c2nc(-c3cccc(C)c3)oc2N2CCN(c3ccccc3)CC2)cc1 | -3% | -1% | 10% | -20% | 2% | 0% | -19%
O=C(Cn1c(=O)n(Cc2nc(-c3ccccc3)no2)c(=O)c2cc3c(cc21)OCO3)Nc1ccccc1 | 1% | -4% | 13% | -8% | -5% | 0% | -1%
CC1CCCN(c2nc3c(-c4ccc(Cl)cc4)nnn3c3ccccc23)C1 (configuration not stated) | 0% | 0% | -2% | 1% | ? | 2% | 7%
COc1cn(CC(=O)Nc2cc(C)ccc2C)c(CN2CCCCC2)cc1=O | 1% | 1% | 5% | 4% | ? | -3% | -1%
CC(C)(C)OC(=O)N1CCC(c2c(C(=O)N3CCc4ccccc4C3)cnn2-c2ccc(F)cc2)CC1 | 1% | -4% | -2% | -2% | 8% | 2% | 9%
CC(C)Cn1c(-c2cccc(Br)c2)nc2ccccc21 | -2% | -4% | -3% | -12% | 16% | -3% | 11%
CCNC(=O)c1nn(-c2ccccc2C)nc1CO | 3% | -1% | -1% | -9% | -6% | -2% | 2%
CCOc1cccc2sc(=NC(=O)c3ccc(S(=O)(=O)N4CCOCC4)cc3)n(C)c12 | -1% | -1% | · | 0% | · | 1% | 5%
COc1ccc(-c2cccc(NS(=O)(=O)c3cc(C)ccc3OC)c2)nn1 | 0% | -4% | -12% | 1% | 4% | 2% | 11%
CCOc1ccc(NC(=O)Cn2cc(C(=O)c3ccc(C)c(C)c3)c(=O)c3cc4c(cc32)OCCO4)cc1 | -1% | -6% | 1% | 1% | -4% | -1% | 8%
COc1cccc(CNC(=O)c2c(C)nn(-c3ccc(F)cc3)c2-n2cccc2)c1 | 1% | -6% | -8% | -8% | 1% | 1% | 10%
CCCc1cnc2c(c1SCc1cccc(F)c1)c(=O)n(C)c(=O)n2C | 3% | -4% | 3% | -3% | 8% | -2% | 1%
Cc1oc2ncnc(N3CCCCC3)c2c1C(=O)NCC1CCN(Cc2ccc(F)cc2)CC1 | 4% | -1% | -16% | 22% | 4% | 1% | -1%
Nc1cc(=O)nc(SCC(=O)Nc2ccc(F)cc2)n1CCc1ccccc1 | -4% | 1% | · | 4% | · | 1% | -4%
Cc1ccc(CCNC(=O)c2c[nH]c3ccc(S(=O)(=O)Nc4cccc(C(F)(F)F)c4)cc3c2=O)cc1 | -1% | 1% | 10% | -15% | 1% | -1% | 14%
O=C(Nc1cccc(Cl)c1)c1c(NC(=O)C(F)(F)F)sc2c1CCCC2 | -1% | -6% | ? | ? | ? | -1% | 8.9µM*
CC(=O)N1CCc2c(sc3c2c(=O)n(-c2ccccc2)c(=O)n3CC(=O)Nc2cc(C)cc(C)c2)C1 | -1% | -3% | -5% | 3% | -6% | -1% | 9%
CC(=O)Nc1nnc(SCc2cc(=O)c3cccc(Cl)c3[nH]2)s1 | 0% | 0% | -6% | -10% | -6% | -1% | -17%
CC(CNC(=O)CCCn1c(=O)c2cccn2c2cccnc21)c1ccccc1 (configuration not stated) | 1% | -1% | 14% | -1% | 7% | 1% | 0%
Cc1ccc(C)c(N2CCN(C(=O)c3cc4cc5ccc(C)cc5nc4s3)CC2)c1 | -6% | -5% | 12% | -4% | 2% | 1% | 2%
COc1cc(-c2noc(-c3ccc(N4CCCC4)c([N+](=O)[O-])c3)n2)cc(OC)c1OC | -1% | -3% | -15% | -14% | -11% | -2% | -10%
Cc1ccc(C)c(N2CCN(CCCNC(=O)c3ccc4nc(CCc5ccccc5)oc4c3)CC2)c1 | 3% | -1% | ? | ? | -3% | -1% | -18%
CCOc1ccc(Sc2cc(C(=O)NCc3ccccc3Cl)c3ccccc3n2)cc1 | -1% | -4% | -7% | -10% | -10% | -2% | 5%
CCc1ccc(NC(=O)c2ccc3oc(=O)n(Cc4ccccc4)c3c2)cc1 | 0% | -10% | 14% | -22% | 8% | 1% | 12%
Cc1cc(C)cc(-n2c(-c3ccccc3)c(C)n3c4c(=O)n(C)c(=O)n(C)c4nc23)c1 | 9% | -1% | -20% | -7% | 6% | -1% | -1%
Cn1c(=O)c2c(nc(N3CCOCC3)n2Cc2ccccc2F)n(C)c1=O | 4% | 0% | -7% | -3% | -1% | 0% | -4%
CCOC(=O)c1cccc(NS(=O)(=O)c2cc(-c3cnc(C)o3)ccc2OC)c1 | -2% | -3% | -4% | -9% | 3% | 0% | -4%
COc1cc(NS(=O)(=O)c2ccc3[nH]c4c(c3c2)CCCCCC4)cc(OC)c1 | -1% | -6% | 10% | ? | 51%[activator] | -1% | 10%
CCN(CC)c1nn2c(=O)c(C(=O)NCc3ccc(F)cc3)cnc2s1 | 4% | -2% | 3% | -4% | 3% | 0% | -2%
Cc1cc(C)n(-c2nc3ccccc3nc2Nc2cccc(C)c2C)n1 | 0% | 0% | -12% | -2% | -6% | -2% | 3%
CN1CCN(C(=O)c2ccc3c(c2)N(Cc2ccc(F)cc2)C(=O)c2ccccc2S3=O)CC1 (configuration not stated) | 7% | 0% | 0% | -4% | 3% | 0% | -2%
Fc1ccc(Nc2nc(SCc3ccc(Cl)cc3)nc3ccccc23)cc1 | -2% | -4% | 3% | ? | 60%[activator] | -1% | 5%
COc1ccc2c(CNCCc3ccco3)c(C(=O)O)n(Cc3ccc(C)cc3)c2c1 | 0% | 3% | -10% | -15% | 2% | 0% | -1%
CC1(C)C(=O)N(CC(=O)Nc2ccc(Br)cc2F)c2ccccc21 | 0% | -6% | 16% | -8% | -1% | 0% | -13%
COc1ccc(OC)c(C2C(C(=O)N3CCCCC3)=C(C)Nc3nc4ccccc4n32)c1 (configuration not stated) | 1% | -13% | 13% | -1% | 1% | 0% | 1%
Cn1c(=O)c2c(nc(SCC(=O)Nc3ccccc3F)n2Cc2ccccc2F)n(C)c1=O | 9% | -3% | -2% | -7% | -11% | 1% | 10%
Cc1nc2ccc(S(=O)(=O)NC(C(=O)N3CCN(c4cccc(Cl)c4)CC3)C(C)C)cc2s1 (configuration not stated) | 5% | 0% | -16% | -11% | ? | 1% | 6%
CCOc1ccccc1C(=O)Nc1ccc(S(=O)(=O)Nc2ncccn2)cc1 | 3% | -2% | -10% | 3% | -3% | -2% | 20%
Cc1ccccc1-n1cc(-c2ccccc2)nc1SCC(=O)Nc1ccc(F)cc1 | 1% | -4% | -6% | -20% | 7% | -2% | 0%
O=C(c1ccc2c(c1)N(Cc1ccccc1)C(=O)c1ccccc1S2=O)N1CCC(Cc2ccccc2)CC1 (configuration not stated) | 1% | 0% | 22% | -21% | 5% | 0% | 0%
Cc1ccc(NC(=O)CCS(=O)(=O)c2ccc(Br)s2)c(Br)c1 | 5% | -3% | -28% | -3% | 3% | 1% | -8%
COc1ccccc1/C=C/c1nc(C#N)c(N2CCN(C)CC2)o1 | 2% | 0% | -22% | -18% | -7% | 0% | -11%
COc1ccc(C2=C(C(C)=O)Sc3nnc(-c4ccccc4)n3N2C(C)=O)cc1 | -1% | 1% | 12% | 7% | -2% | 0% | 2%
Cc1cccc(NC(=O)CSc2nc3c([nH]c4ccccc43)c(=O)n2C)c1 | 0% | -2% | 16% | 1% | -2% | -1% | 18%
COc1ccc(NC(=O)C2(c3cccs3)CCOCC2)cc1Cl | -1% | -1% | 9% | -43% | -4% | -2% | ?
Cc1cccc(-n2ncc(C(=O)N3CCN(c4ccc(C)cc4C)CC3)c2C2CCN(C(=O)OC(C)(C)C)CC2)c1 | 4% | -6% | 3% | -33% | -4% | 0% | 3%

The closing 3 entries of the part before open the next one:
SMILES | GALK inhibitor | PTAP-TSG101 blk | p53null 39C kill | FH mod | p53null 32C kill | B2AR arrestin ag | NTMT1 inhibitor
Cc1cccc(NC(=O)CSc2nc3c([nH]c4ccccc43)c(=O)n2C)c1 | 0% | -2% | 16% | 1% | -2% | -1% | 18%
COc1ccc(NC(=O)C2(c3cccs3)CCOCC2)cc1Cl | -1% | -1% | 9% | -43% | -4% | -2% | ?
Cc1cccc(-n2ncc(C(=O)N3CCN(c4ccc(C)cc4C)CC3)c2C2CCN(C(=O)OC(C)(C)C)CC2)c1 | 4% | -6% | 3% | -33% | -4% | 0% | 3%
CCc1cccc(C)c1NC(=O)CSc1n[nH]c(-c2ccccc2)n1 | 4% | -6% | 7% | -1% | 6% | 1% | 17%
COc1ccc(-c2noc(CC(=O)N(C)c3cc(Cl)c(OC)cc3OC)n2)cc1 | 3% | 0% | -7% | -19% | -9% | 0% | 0%
Cc1cc(C)cc(N(CC(=O)NCc2ccccc2Cl)S(=O)(=O)c2c(C)[nH]c(=O)[nH]c2=O)c1 | 9% | 1% | -12% | -26% | -9% | 1% | 6%
CC1Cc2cc(S(=O)(=O)NCc3ccc(N(C)C)cc3)ccc2N1C(=O)C1CCC1 (configuration not stated) | 1% | 8% | -22% | · | -7% | 0% | ·
COc1cc(-c2nc3ccccn3c2Nc2ccccc2C)ccc1O | -10% | -10% | -11% | ? | -2% | -1% | ?
CC(=O)Nc1c(C)nn(-c2ccccc2)c1N1CCC(C(=O)Nc2cc(Cl)ccc2C)CC1 | -1% | 1% | -8% | 1% | -8% | 1% | 1%
COc1ccccc1NC(=O)Cn1nnc(C(=O)NCc2ccc3c(c2)OCO3)c1N | 0% | -7% | -1% | -3% | 3% | 0% | 5%
Cc1ccc(-n2ncc(C(=O)NCc3ccccn3)c2C2CCN(C(=O)OC(C)(C)C)CC2)cc1C | 2% | -6% | 10% | -5% | 20% | -1% | 6%

An excerpt; count on the stated rates, not on these rows.
